# Compound activity (PubChem BioAssay)
# M4 PAM: positive allosteric modulators of human muscarinic M4 receptor | P08173 | CHO-K1 hM4/Gqi5, Fluo-8 calcium fluorescence, ACh EC20; 0% = ACh EC20, 100% = maximal ACh | activation, % at 3 µM | actives 0.4% (n = 360,000) | AID 624126;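 active means activation above its plate's cutoff, the mean activation of sample wells plus 3 SD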; further: some results filed as inactive read as strong as hits
# Target sequence (P08173 whole entry, looked up): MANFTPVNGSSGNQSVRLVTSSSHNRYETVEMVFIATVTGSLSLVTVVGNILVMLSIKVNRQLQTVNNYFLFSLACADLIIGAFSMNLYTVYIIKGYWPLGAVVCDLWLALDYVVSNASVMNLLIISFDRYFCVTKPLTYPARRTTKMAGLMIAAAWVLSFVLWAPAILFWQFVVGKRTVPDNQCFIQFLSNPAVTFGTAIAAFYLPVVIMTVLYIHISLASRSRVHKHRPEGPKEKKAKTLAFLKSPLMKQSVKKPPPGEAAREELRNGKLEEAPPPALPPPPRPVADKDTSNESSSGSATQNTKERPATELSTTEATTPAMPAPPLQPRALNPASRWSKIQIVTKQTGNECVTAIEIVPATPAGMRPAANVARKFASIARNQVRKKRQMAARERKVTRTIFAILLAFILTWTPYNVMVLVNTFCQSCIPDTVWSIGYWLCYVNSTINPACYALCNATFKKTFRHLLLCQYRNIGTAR
# CHRM5 antagonist: blocks acetylcholine activation of human M5 receptor. CHO-hM5 cells, Fluo-8 calcium fluorescence, ACh EC80. inhibition, % at 3 µM. actives 0.59% (n = 360,000);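 active means inhibition above a per-plate cutoff, the mean of that plate's test compounds plus 3 SD, cut at about 27% in these data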;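 further: 0% = acetylcholine EC80 with DMSO and 100% = DMSO without agonist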
# Target sequence (P08912 whole entry, looked up): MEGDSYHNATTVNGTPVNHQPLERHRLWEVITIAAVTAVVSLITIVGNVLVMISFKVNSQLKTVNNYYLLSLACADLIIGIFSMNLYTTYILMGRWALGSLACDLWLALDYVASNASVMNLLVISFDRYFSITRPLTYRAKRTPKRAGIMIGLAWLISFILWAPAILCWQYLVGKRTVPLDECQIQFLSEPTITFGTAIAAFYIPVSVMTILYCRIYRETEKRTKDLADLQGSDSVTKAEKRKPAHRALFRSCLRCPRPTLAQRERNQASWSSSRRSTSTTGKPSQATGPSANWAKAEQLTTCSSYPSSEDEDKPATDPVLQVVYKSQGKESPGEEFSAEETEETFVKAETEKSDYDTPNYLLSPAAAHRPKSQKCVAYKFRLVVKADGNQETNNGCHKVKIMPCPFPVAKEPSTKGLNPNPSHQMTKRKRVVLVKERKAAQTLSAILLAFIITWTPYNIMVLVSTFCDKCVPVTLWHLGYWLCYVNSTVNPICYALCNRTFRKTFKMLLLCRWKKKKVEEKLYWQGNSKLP
# CRFR2-BP ag: CRF-BP/CRF-R2 complex agonism; HEK293 CRF-R2/CRF-BP, calcium dye fluorescence (FLIPR); percent of saturating CRF peptide response; activation, % at 13.2 µM; actives 0.46% (n = 350,000); AID 588473;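 active means activation of at least 50%, plus an integration ratio under a set limit after plate pattern correction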;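 further: plate controls were neutral control wells without compound for no effect and CRF at EC100 for full effect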
# CHRM1 PAM: potentiates human M1 receptor response to acetylcholine; P11229; CHO-K1 hM1, Fluo-8 calcium fluorescence, ACh EC20; 0% = ACh EC20, 100% = maximal ACh; activation, % at 3 µM; actives 0.088% (n = 360,000); AID 588819; in the data active means activation above about 19%, passing the limit was not always enough
# CRFBP-R2 block: antagonists of CRF-binding protein/CRF-R2 receptor complex; HEK293 CRF-R2/CRF-BP, CRF-induced calcium fluorescence; inhibition, % at 11.8 µM; AID 588475; actives 0.59% (n = 350,000);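 active means inhibition of the ligand-induced calcium signal above about 50% at the single tested concentration, limit read from the data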
# M5 PAM: potentiates acetylcholine response at human M5 receptor. actives 0.3% (n = 360,000). CHO-K1 hM5, Fluo-8 calcium, ACh EC20 PAM; 0% = ACh EC20, 100% = ACh EC100. activation, % at 3 µM;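 active means activation above the run cutoff, the mean activation of all test compounds plus 3 SD, cut at about 18% in these data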
#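 Assay system: CHO-K1 hM5 cells / Incubation: Fluo-8 loading 80 min at 37 °C plus 30 min room temperature / Technique: Fluo-8 calcium dye fluorescence, kinetic read / Repeats: single replicate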
# M4 antag: antagonists of human muscarinic M4 receptor (CHRM4) | CHO-hM4 cells, ACh EC80, Fluo-8 calcium fluorescence | actives 0.73% (n = 360,000) | AID 624125 | inhibition, % at 3 µM;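 active means inhibition above its plate's cutoff, the mean inhibition of sample wells plus 3 SD, cut at about 27% in these data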;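 further: 0% = acetylcholine EC80 with DMSO and 100% = DMSO without agonist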
# CHRM4 agonist: CHRM4 agonism in calcium assay | P08173 | CHO-K1 hM4/Gqi5, Fluo-8 calcium fluorescence; vehicle 0%, full acetylcholine response 100% | activation, % at 3 µM | actives 0.14% (n = 360,000) | AID 624127;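 active means activation above the run mean over all test wells plus 3 SD, cut at about 32% in these data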;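 further: peak over basal fluorescence ratio per well then scaled between controls; 0% = DMSO wells and 100% = acetylcholine at EC100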
# CHRM5 agonist: agonists of human muscarinic M5 receptor (CHRM5). P08912. CHO-K1 hM5 cells, Fluo-8 calcium fluorescence; 0% DMSO wells, 100% maximal acetylcholine response. activation, % at 3 µM. actives 0.19% (n = 360,000). AID 624037;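 active means activation above the run's mean over test compounds plus 3 SD, cut at about 23% in these data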;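 further: signal is peak over basal fluorescence ratio across the kinetic read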
# Active calls of the source: *; . = no result given.
SMILES,M4 PAM,CHRM5 antagonist,CRFR2-BP ag,CHRM1 PAM,CRFBP-R2 block,M5 PAM,M4 antag,CHRM4 agonist,CHRM5 agonist
COc1ccc(N(C(=O)COc2ccc(F)cc2)S(=O)(=O)c2ccc(C)cc2)cc1,-1,7,-1.0,4,-24,-7,0,-1,-3
CCN(CC)S(=O)(=O)c1cc(C(=O)Nc2cccnc2Cl)ccc1Cl,9,1,-1.4,9,-2,10,-10,7,1
CS(=O)(=O)c1ccc(Cl)c(NC(=O)c2cccc(N3C(=O)CCC3=O)c2)c1,-1,-1,-0.7,6,2,1,7,1,-1
COc1ccc(C(=O)/C=C/c2ccccc2OC)c(OC(=O)c2ccc([N+](=O)[O-])cc2)c1,-8,-2,1.2,3,1,3,-2,1,-3
c1cncc(-c2nc(-c3ccco3)cs2)c1,9,-7,1.0,11,10,4,-1,0,3
O=C(O)CCSc1nnnn1-c1ccccc1,3,-2,-0.1,8,50,0,-5,3,1
C/C(=N/NC(=O)c1ccc(Br)o1)c1ccc(C)o1,0,13,-0.7,4,13,-8,-7,1,-4
O=C(CN1C(=O)S/C(=C/c2cc(Br)cs2)C1=O)N1CCOCC1,0,-2,0.5,-2,25,4,0,2,1
O=C(CSc1ccc(-c2ccccc2)nn1)Nc1ccc2c(c1)OCCO2,-5,-2,1.1,6,-29,1,-3,3,-2
CN(c1ccccc1)S(=O)(=O)c1ccc(C(=O)N2CCCC2)cc1,-1,2,0.5,-2,1,1,2,-1,1
COc1ccc(-c2csc(NC(=O)CSc3ncn[nH]3)n2)cc1OC,3,9,2.3,4,-13,-3,-4,7,2
Cc1c(Cl)cccc1NC(=S)N1CCCN(Cc2ccccc2F)C1,-18,3,0.1,-7,-2,-5,-3,9,-6
CN(C)CCCNC(=S)NCCNc1nc2cc3c(cc2cc1C#N)OCO3,-8,7,-1.8,2,3,-3,3,-1,2
O=C(NCc1ccc(F)cc1)C1CCCN1C(=O)Nc1ccc(F)cc1 (stereo not drawn),-5,5,7.6,7,-2,-8,-7,1,-3
COC(=O)c1cc(OC)c(OC)cc1NC(=O)CCN1C(=O)C2CCCCC2C1=O (stereo not drawn),6,2,-0.4,10,8,-2,-15,2,0

# Record cards, as listed above.
# Listed for O=C(CSc1ccc(-c2ccccc2)nn1)Nc1ccc2c(c1)OCCO2 → M4 PAM = -5; CHRM5 antagonist = -2; CRFR2-BP ag = 1.1; CHRM1 PAM = 6; CRFBP-R2 block = -29; M5 PAM = 1; M4 antag = -3; CHRM4 agonist = 3; CHRM5 agonist = -2
# Listed for CN(c1ccccc1)S(=O)(=O)c1ccc(C(=O)N2CCCC2)cc1 → M4 PAM = -1; CHRM5 antagonist = 2; CRFR2-BP ag = 0.5; CHRM1 PAM = -2; CRFBP-R2 block = 1; M5 PAM = 1; M4 antag = 2; CHRM4 agonist = -1; CHRM5 agonist = 1

# Remaining list, next part.
SMILES,M4 PAM,CHRM5 antagonist,CRFR2-BP ag,CHRM1 PAM,CRFBP-R2 block,M5 PAM,M4 antag,CHRM4 agonist,CHRM5 agonist
CCCN(CCC)Cc1cc(=O)oc2cc(C)cc(C)c12,-5,0,.,-13,.,3,-6,-2,-4
S=C(NCCCCc1ccccc1)NCc1ccccc1,9,-5,-1.9,16,0,-2,-4,5,-4
CCOc1ccc(Cc2nnc(SCC(=O)c3ccc(OC)cc3)o2)cc1,2,5,-1.4,-13,22,-7,3,2,2
CCN1CCN(c2ccc(S(=O)(=O)N3CCOCC3)cc2NC(=O)C(C)Oc2ccc(F)cc2)CC1 (stereo not drawn),-6,6,-1.2,-8,1,-9,6,11,3
CN(CCc1ccccc1)C(=O)c1cccc(NC(=O)Cc2cccc(NC(=O)C3CCCN(C(=O)CCc4ccccc4)C3)c2)c1 (stereo not drawn),-8,20,1.5,-2,21,-12,18,4,-3
Cc1ccc(CNC(=O)CCCn2nc(C)n3ccnc3c2=O)cc1,8,3,-2.4,12,17,-3,-10,1,0
CNc1cncc(-c2cccc(C(=O)NCCN(C)C)c2)n1,0,-6,.,-9,.,-2,0,1,-1
COc1cccc(CN(C)C(=O)c2cccc(NC(=O)CC3SC(N4CCCCC4)=NC3=O)c2)c1OC (stereo not drawn),-1,7,2.8,6,10,-4,1,0,2
COc1cccc(C(=O)NCCS(=O)(=O)N2CCC3(CC2)OCCO3)c1,-1,7,1.3,4,7,-2,-9,1,1
Cc1ccc(/C=c2\sc3nc(-c4cccs4)nn3c2=O)o1,4,0,1.0,4,1,6,-4,1,-1
CN(C)c1ccc(N=Cc2cccn2C)cc1,-6,2,0.5,3,26,1,7,1,-2
COc1cccc2c1OCC(CN1CCN(CCC(C)C)C(CCO)C1)=C2 (stereo not drawn),-21,-8,0.9,-9,2,4,-8,2,-19
CCCCn1nnnc1C(c1cc2ccccc2o1)N1CCN(c2ncccc2C#N)CC1 (stereo not drawn),-6,-1,.,.,.,-7,5,2,1
Cc1ccc(-c2cn3c(n2)CCCC3)cc1,4,8,5.8,0,17,-13,-7,3,-5
Cc1ccc(-n2c(=O)[nH]c3c(C(N)=O)nc(-c4ccc(C)o4)nc32)cc1,-3,1,-2.1,5,-2,-3,-8,4,4

# 3 entries already listed, ordered by the value under CHRM4 agonist, low to high.
compound | CHRM4 agonist
CCCN(CCC)Cc1cc(=O)oc2cc(C)cc(C)c12 | -2
CN(C)c1ccc(N=Cc2cccn2C)cc1 | 1
CCCCn1nnnc1C(c1cc2ccccc2o1)N1CCN(c2ncccc2C#N)CC1 (stereo not drawn) | 2

# Quoted at random: 5 records from the list
SMILES,M4 PAM,CHRM5 antagonist,CRFR2-BP ag,CHRM1 PAM,CRFBP-R2 block,M5 PAM,M4 antag,CHRM4 agonist,CHRM5 agonist
CCCCn1nnnc1C(c1cc2ccccc2o1)N1CCN(c2ncccc2C#N)CC1 (stereo not drawn),-6,-1,.,.,.,-7,5,2,1
COc1cccc(C(=O)NCCS(=O)(=O)N2CCC3(CC2)OCCO3)c1,-1,7,1.3,4,7,-2,-9,1,1
CN(C)c1ccc(N=Cc2cccn2C)cc1,-6,2,0.5,3,26,1,7,1,-2
S=C(NCCCCc1ccccc1)NCc1ccccc1,9,-5,-1.9,16,0,-2,-4,5,-4
CCN1CCN(c2ccc(S(=O)(=O)N3CCOCC3)cc2NC(=O)C(C)Oc2ccc(F)cc2)CC1 (stereo not drawn),-6,6,-1.2,-8,1,-9,6,11,3

# Next part.
SMILES,M4 PAM,CHRM5 antagonist,CRFR2-BP ag,CHRM1 PAM,CRFBP-R2 block,M5 PAM,M4 antag,CHRM4 agonist,CHRM5 agonist
CC(C)C(=O)Nc1c(-c2cccc(Cl)c2)c(=O)c2ccccc2n1C,4,5,-0.7,6,-2,3,8,1,-2
CCc1ccc(NC(=O)CSc2nnnn2-c2cccnc2)cc1,-1,1,-0.7,11,0,0,1,1,-5
C=CCNc1nc(SC)nc2ccsc12,14,-8,-0.6,-5,5,7,14,1,-1
Cc1ccccc1OCC(=O)NNC(=O)CN1C(=O)c2ccccc2C1=O,-2,-1,-2.6,11,16,-4,9,1,-3
O=C(c1ccccc1)N1CCN(C(=O)c2ccccc2)CC1,10,-2,-1.0,5,34,-1,-9,1,-2
CCN(CC)C(=O)C1CCC(CNS(=O)(=O)c2cccc3nsnc23)CC1 (stereo not drawn),-6,13,1.0,-2,1,-4,-13,2,-8
N/C(=N\OC(=O)Nc1ccccc1)c1ccno1,5,-6,1.5,14,-2,7,3,1,1
CCn1cc(/C=C(\NC(=O)c2ccccc2F)C(=O)N2CCOCC2)c2ccccc21,-1,11,-1.1,-7,-2,-7,0,6,-1
COCCNC(=O)CNC(=S)N(Cc1ccccc1)Cc1cccnc1,10,0,1.9,5,8,6,0,1,-3
CC(C)NC(=O)NC(=O)COC(=O)c1ccc(S(=O)(=O)Nc2ccccc2)cc1,-2,12,-0.5,7,-18,4,1,3,7
Cc1cc(C)cc(N=C(NO)c2cccc([N+](=O)[O-])c2)c1,4,2,-3.1,-7,1,0,22,-1,-4
CC12CC(c3ccccc3O1)C(C(=O)NCc1ccccc1)C(=O)N2 (stereo not drawn),-2,-6,-0.6,-3,-13,-4,2,3,4
CCOC(=O)CSC1=C(C#N)C(c2ccccc2)C(C(C)=O)=C(C)N1 (stereo not drawn),-8,1,0.1,4,-4,-14,-10,13,-2
CC(C)C1Cc2c(C#N)c(N)sc(=S)c2CO1 (stereo not drawn),-1,5,16,1,17,-6,1,0,-4
CCOC(=O)C1=C(C)NC(=O)NC1c1cc2c(cc1Br)OCO2 (stereo not drawn),-2,2,-1.9,7,3,-6,4,-1,-3
CN(C)c1ccc(NC(=O)Nc2nc(C(N)C3CCCCC3)cs2)cc1 (stereo not drawn),2,-1,.,3,.,7,-4,6,1
COc1ccc2nc(NC(=O)c3cccc(N4C(=O)CCC4=O)c3)sc2c1,-1,2,0.2,-1,0,-8,0,13,9
CCN(CC)CCN(Cc1cc2cc3c(cc2[nH]c1=O)OCCO3)C(=S)NCCCN(C)C,-4,10,6.5,5,2,1,5,1,-1
Cc1c(NC(=O)CSc2ccc3ccccc3n2)c(=O)n(-c2ccccc2)n1C,5,-8,0.3,-4,-1,9,0,1,-8
CC1CC(C)CN(C(=O)COC(=O)c2nn(C)c(=O)c3ccccc23)C1 (stereo not drawn),5,2,-0.6,11,15,8,3,3,-1
CCn1c(C(C)NC(C)=O)nc2ccccc21 (stereo not drawn),8,-3,-1.8,7,24,1,-22,1,-1
CC(=O)NCC(=O)OCN1C(=O)c2ccccc2C1=O,7,-16,2.4,1,-19,4,-12,1,-2
CCCC(=O)OCC(=O)Nc1ccc([N+](=O)[O-])cc1C#N,-4,-1,-1.3,18,1,3,-2,1,2
Cc1ccc2c(c1)COc1c3ccc(C(=O)NC(C)C)cc3nn1-2,5,13,-0.8,9,-2,-2,-5,2,-2
Cc1cc(OCC(=O)N(C)C2CCCCC2)ccc1Cl,1,-2,2.4,12,-15,3,-3,0,-1
CC(C)c1ccc(-n2cnn(-c3ncccc3[N+](=O)[O-])c2=O)cc1,-5,-1,-0.1,3,-3,0,7,3,-3
O=[N+]([O-])c1ccc2nc(C(O)C(O)c3nc4ccc([N+](=O)[O-])cc4[nH]3)[nH]c2c1 (stereo not drawn),1,2,-2.1,11,8,10,-6,0,17
